Screens deposited in PubChem by Vanderbilt High Throughput Screening Facility.
GluA2 TARP mod: modulators of GluA2-stargazin AMPA receptor complexes, primary screen, cell-based, membrane potential dye. Voltage-dependent calcium channel gamma-2 subunit (Mus musculus) + Glutamate receptor 2 …. HEK293 GluA2+stargazin, membrane potential dye (FDSS), glutamate EC50; hits were called plate by plate, in both directions. calls only at 30 µM. 3.5% of 40,000 active. AID 1259245, 2017;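 active = any of four per-well response measures lying three or more SD from its plate-wide compound average, in either direction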
GluA2 TARP mod agonism max-min: recorded beside GluA2 TARP mod, whose call it bears; compound max-min signal; compound-alone response (agonism);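 unitless range of fluorescence divided by baseline over first 100 seconds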
GluA2 TARP mod glutamate slope: also measured in GluA2 TARP mod; calls as there; glutamate slope, % of max; measured here: glutamate response slope, % max;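 scaled per plate between vehicle wells and maximal 1 mM glutamate control wells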
An asterisk follows results filed as active; i = inactive; + = active, no number.

SMILES	GluA2 TARP mod	GluA2 TARP mod agonism max-min	GluA2 TARP mod glutamate slope
COc1ccc(C)c2sc(N(CCN3CCOCC3)C(=O)c3ccco3)nc12	i	0.23	64
Cc1ccc(CNC(=O)c2snc(C(=O)N3CCCC3)c2N)o1	i	0.1	59
Cc1cc(C)n(CC(=O)NCc2ccc(OC(F)(F)F)cc2)n1	i	0.12	47
COc1ccc(OC)c(S(=O)(=O)N2CCC3(CC2)NC(=O)NC3=O)c1	i	0.042	36
Cc1ccc(N2CC(N)CC2=O)cc1C (centres undefined)	i	0.038	48
CCCN(CCC)S(=O)(=O)c1ccc(C(=O)Nc2ccccc2OC)cc1	+	0.081*	95*
Cc1nc(Nc2ccc(NC(=O)c3ccccc3C(F)(F)F)cc2)cc(-n2cccn2)n1	i	0.13	59
CC(C)OC(=O)COc1ccc2c(=O)c(-c3ccccc3)coc2c1	i	0.025	49
NC(=O)c1ccc(NC(=O)Cn2nc(-c3ccco3)c3sc(N4CCCCC4)nc3c2=O)cc1	i	0.081	48
COc1ccc(S(=O)(=O)CCCC(=O)Nc2cccc3ccccc23)cc1	i	0.077	54
CCOc1nn(CC)cc1-c1nnc(SCC(=O)c2ccc(Cl)cc2)n1C	i	0.052	41
O=C(Nc1nc2c(s1)CSc1ccccc1-2)c1cc2ccccc2o1	+	0.19*	51*
Cc1ccc(CN2C(=O)NC3(CCN(C(=O)Nc4ccccc4Cl)CC3)C2=O)cc1	i	0.084	34
O=C(Nc1nnc(Cc2cccs2)o1)c1sc2ccccc2c1Cl	i	0.2	50
CC(C)(C)CC(=O)NCC(O)Cc1ccccc1 (centres undefined)	i	0.1	79

Reprinted from the part before: 6 compounds, followed by the next part.
SMILES	GluA2 TARP mod	GluA2 TARP mod agonism max-min	GluA2 TARP mod glutamate slope
COc1ccc(S(=O)(=O)CCCC(=O)Nc2cccc3ccccc23)cc1	i	0.077	54
CCOc1nn(CC)cc1-c1nnc(SCC(=O)c2ccc(Cl)cc2)n1C	i	0.052	41
O=C(Nc1nc2c(s1)CSc1ccccc1-2)c1cc2ccccc2o1	+	0.19*	51*
Cc1ccc(CN2C(=O)NC3(CCN(C(=O)Nc4ccccc4Cl)CC3)C2=O)cc1	i	0.084	34
O=C(Nc1nnc(Cc2cccs2)o1)c1sc2ccccc2c1Cl	i	0.2	50
CC(C)(C)CC(=O)NCC(O)Cc1ccccc1 (centres undefined)	i	0.1	79
Cc1nn(C2CCS(=O)(=O)C2)c2nc(-c3ccco3)cc(C(=O)NCc3ccco3)c12 (centres undefined)	i	0.033	42
CC(C)c1ccc(NC(=O)CCc2csc(NS(=O)(=O)c3ccc(F)cc3)n2)cc1	i	0.09	59
CSc1nn(CC(=O)NCc2ccc3c(c2)OCO3)c(N)c1-c1nc(-c2ccccc2)no1	i	0.075	67
Cc1nnc(SCC(=O)Nc2cc(C(C)(C)C)cc(C(C)(C)C)c2)s1	i	0.078	50
C=CCOCC(O)CNC(C)(C)CC(C)(C)C (centres undefined)	i	0.096	67
O=S(=O)(NCCOc1ccc(-c2cccs2)nn1)c1ccc2c(c1)CCCC2	i	0.059	64
COc1cc(/C=C/C(=O)Nc2nnc(-c3ccn(C)n3)o2)cc(OC)c1OC	+	0.17*	53*
CCCOc1ccc(N2CCN(C(=O)/C=C/c3ccc4c(c3)OCO4)CC2)nn1	i	0.044	56
Cc1cc(=O)[nH]c(-n2nc(-c3ccco3)cc2NC(=O)c2cc(-c3ccccc3)on2)n1	i	0.11	49
O=C(Cc1csc(NC(=O)c2ccco2)n1)Nc1cccc2nsnc12	i	0.094	68
O=S(=O)(NCC1(c2cccs2)CC1)c1ccc2c(c1)CCCC2	i	0.046	58
COCCn1nnn(-c2ccc(NC(=O)NCc3cccs3)cc2)c1=O	i	0.12	55
Cc1ccc(N2CCn3c2nc2c3c(=O)n(CC(=O)C(C)(C)C)c(=O)n2C)c(C)c1	i	0.075	59
CC(C)(C)OCc1ccc(Br)cc1	i	0.047	57
C=CCOC(=O)C1=C(C)NC(=O)NC1c1cc(OC)c(OC)c(OC)c1 (centres undefined)	i	0.059	49
COc1ccccc1C(=O)Oc1c(S(=O)(=O)c2ccc(C)cc2)c(C)nn1C(C)(C)C	i	0.034	79
CC(C)(C)c1ccc(OCC(=O)Nc2ccc3c(c2)N(C(=O)c2ccco2)CC3)cc1	i	0.065	65
O=C(Cc1csc(NC(=O)c2ccc3c(c2)OCO3)n1)Nc1ccc(-n2cnnn2)cc1	i	0.071	79
COc1ccc(C(=O)NCC2(c3ccccc3)CCOCC2)c(OC)c1OC	i	0.037	45
CCCNC(=O)CCCCn1c(=O)c2ccccc2n(CC(=O)NCc2ccc(OC)cc2)c1=O	i	0.052	54
CN(Cc1ccco1)S(=O)(=O)c1ccc(C(=O)Nc2cc(Cl)ccc2Cl)cc1	i	0.044	57
C=CCn1c(SCC(=O)N2CCCCCC2)nc2sc3c(c2c1=O)CCCCC3	i	0.06	70
Cc1cccc(-n2nnc(-c3nnc(-c4ccco4)o3)c2C)c1	i	0.12	61
Cc1ccc(S(=O)(=O)N(Cc2ccc(Cl)cc2)C(=O)N2CCN(C)CC2)cc1	i	0.073	52
Cc1cc(N2CCCC2)nc(N2CCN(C(=O)c3ccccc3)CC2)n1	+	0.28*	77*
COc1ccc(CCNC(=O)c2cccc(N3C(=O)CCS3(=O)=O)c2)cc1OC	i	0.15	54
COc1ccc(S(=O)(=O)CC(=O)Nc2sc3c(c2C(N)=O)CCN(C(C)=O)C3)cc1	i	0.028	51
CCOC(=O)N1CCN(C(=O)c2ccc(Cl)c(S(=O)(=O)N3CCCCC3)c2)CC1	i	0.045	68
CCOc1nn(CC)cc1-c1nnc(SC)n1CC	i	0.036	40
COc1ccc(OCC(=O)Nc2cc(C3CC3)nn2-c2nc(C(C)C)cc(=O)[nH]2)cc1	i	0.071	60
Cc1ccc(OCC(O)Cn2c(C3CC(=O)N(Cc4ccccc4)C3)nc3ccccc32)c(C)c1 (centres undefined)	i	0.097	60
COc1ccccc1NC(=O)N1CCC(CNS(=O)(=O)c2ccc(Cl)s2)CC1	i	0.12	45
COc1ccc(CCC(=O)Nc2ccc(CC(=O)NCc3cccs3)cc2)cc1	i	0.072	51
Cn1nc2ccc(S(=O)(=O)N3CCCCC3)cn2c1=O	i	0.09	58
Cc1ccc(-n2nc3c(c2-n2cccc2)CN(C(=O)C2CC2)C3)cc1C	i	0.06	74
CCOCCn1c(=NC(=O)c2cc(C)no2)sc2cc(F)ccc21	i	0.13	45
CN(C)C(CNC(=O)Nc1cccs1)c1cccn1C (centres undefined)	i	0.076	52
CCc1ccccc1NC(=O)c1ncccn1	i	0.079	60
CCC(=O)Nc1ccc(S(=O)(=O)NCCN2CCC(c3cccs3)CC2)c(C)c1	i	0.099	58
COc1ccc(-c2csc(NC(=O)C3CCN(S(=O)(=O)c4cccs4)CC3)n2)c(OC)c1	i	0.12	68
O=C(Nc1ccc(N2CCCS2(=O)=O)cc1)C1CCCCC1	i	0.029	37
COc1ccc(CC(=O)NCC2COC3(CCCCC3)O2)cc1 (centres undefined)	i	0.083	94
O=C(NCc1ccc2c(c1)OCO2)C(=O)Nc1cc2c3c(c1)CCC(=O)N3CCC2	i	0.078	59
COc1ccccc1CCNC(=O)Cn1cnc(-c2ccccc2)cc1=O	i	0.089	50
CC(C)CCNC(=O)CSc1ncc(S(=O)(=O)c2ccc(Cl)s2)c(N)n1	i	0.12	64

Only GluA2 TARP mod and GluA2 TARP mod glutamate slope (two entries from above):
Compound | GluA2 TARP mod | GluA2 TARP mod glutamate slope
COc1ccccc1CCNC(=O)Cn1cnc(-c2ccccc2)cc1=O | i | 50
CC(C)CCNC(=O)CSc1ncc(S(=O)(=O)c2ccc(Cl)s2)c(N)n1 | i | 64

3 entries out of the list, arranged by formula weight, low to high:
SMILES	GluA2 TARP mod	GluA2 TARP mod agonism max-min	GluA2 TARP mod glutamate slope
Cc1ccc(-n2nc3c(c2-n2cccc2)CN(C(=O)C2CC2)C3)cc1C	i	0.06	74
CCOCCn1c(=NC(=O)c2cc(C)no2)sc2cc(F)ccc21	i	0.13	45
COc1ccc(-c2csc(NC(=O)C3CCN(S(=O)(=O)c4cccs4)CC3)n2)c(OC)c1	i	0.12	68

Next part.
SMILES	GluA2 TARP mod	GluA2 TARP mod agonism max-min	GluA2 TARP mod glutamate slope
COCC(=O)N1CCCc2ccc(NC(=O)Cc3ccccc3Cl)cc21	i	0.096	60
NC(=O)Cn1nc(-c2ccco2)ccc1=O	i	0.039	43
CCOC(=O)c1ccccc1NC(=O)Cn1cc(OC)c(=O)cc1CSc1nc(C)cc(C)n1	i	0.08	59
Cc1c(C(=O)NCCOc2cccc(C(F)(F)F)c2)cccc1[N+](=O)[O-]	i	0.16	47
COc1cn(CC(=O)NCc2ccc3c(c2)OCO3)c(CSc2nncn2C)cc1=O	i	0.043	60
Cc1ccc(S(=O)(=O)N2CCCc3ccc(NS(=O)(=O)c4ccccc4)cc32)cc1	+	0.045*	81*
COc1ccc(-c2nn3ccnc(N4CCN(c5ccccc5)CC4)c3c2C=O)cc1	i	0.099	49
O=C(NCc1ccccc1)C(=O)NCC1CCN(C(=O)Oc2ccccc2)CC1	i	0.093	54
O=C(CSC1=Nc2cccnc2Nc2ccccc21)Nc1ccc(F)cc1F	i	0.051	41
O=C(NCC(O)c1ccc(C(F)(F)F)cc1)C(=O)Nc1ccc(F)c(Cl)c1 (centres undefined)	i	0.12	45
Cc1c(NC(=O)c2nc(-c3cnccn3)no2)c(=O)n(-c2ccccc2)n1C	i	0.18	73
CCn1nnc2c(N(CCOC)CCOC)ncnc21	i	0.1	56
Cn1c(=O)c2c(nc(N=Nc3c(O)[nH]c4ccccc34)n2CCc2ccccc2)n(C)c1=O	i	0.12	58
CSc1ccccc1CN1CCC(CNC(=O)CN2C(=O)CCC2=O)CC1	i	0.064	33
CCOc1ccc2nc(NC(=O)c3cc(=O)c(OCc4ccccc4)co3)sc2c1	i	0.13	61
NC(=O)c1ccccc1NC(=O)CCCn1nc(-c2ccc(Cl)cc2)ccc1=O	i	0.069	39
Cc1ccc(S(=O)(=O)N2CCN(C(=O)c3cnn4ccccc34)CC2)c(C)c1	i	0.094	67
CCOc1ccc(-c2ccc(OCCNS(=O)(=O)c3ccc(OC)cc3OC)nn2)cc1	i	0.028	63
COc1ccc(S(=O)(=O)Nc2ccc(C)c(N3CCCCC3=O)c2)c(OC)c1	i	0.057	52
COc1ccc(Cl)cc1S(=O)(=O)N1CCN(C(=O)c2cccs2)CC1	i	0.081	40
Cc1cc(C)n(-c2nc3c(c(=O)n(CCN4CCOCC4)c(=O)n3C)n2CC(C)C)n1	i	0.041	38
CN(C)CCNc1oc(-c2ccc(S(=O)(=O)N(C)Cc3ccccc3)cc2)nc1C#N	i	0.15	52
O=c1ccc(-c2ccc(Cl)cc2)nn1CCCNS(=O)(=O)c1cccnc1	i	0.11	58
COc1cccc(C(=O)N(C)c2ccc(Oc3ccc(C)nn3)cc2)c1OC	i	0.097	60
COc1cccc(-n2nnc3c(N4CCN(C(=O)c5ccc6ccccc6c5)CC4)ncnc32)c1	i	0.05	58
O=C(NCCn1nc(C2CC2)n(-c2ccccc2)c1=O)c1ccc2ncsc2c1	i	0.11	60
O=C(Cn1cc(-c2nnc(-c3ccco3)o2)c2ccccc21)N1CCCc2ccccc21	i	0.12	64

Not all compounds are listed; the hit share may differ from the screen's.
